# Tn7 DDE FP = DD(E)-Tn7 binding inhibition, primary FP screen; P02675; FP displacement of FITC-Tn7 peptide from fibrin DD(E); 0% = median of compound wells per plate; inhibition, % at 8.3 µM; 0.13% of 370,000 active; AID 720508;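 active means inhibition above the mean of compounds falling within the control limits plus 3 SD of them, cut at about 14% in these data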;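 further: 0% = plate median of compound wells and 100% = 10 µM Aha-Tn7 peptide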
# Target sequence (P02675 whole entry, looked up): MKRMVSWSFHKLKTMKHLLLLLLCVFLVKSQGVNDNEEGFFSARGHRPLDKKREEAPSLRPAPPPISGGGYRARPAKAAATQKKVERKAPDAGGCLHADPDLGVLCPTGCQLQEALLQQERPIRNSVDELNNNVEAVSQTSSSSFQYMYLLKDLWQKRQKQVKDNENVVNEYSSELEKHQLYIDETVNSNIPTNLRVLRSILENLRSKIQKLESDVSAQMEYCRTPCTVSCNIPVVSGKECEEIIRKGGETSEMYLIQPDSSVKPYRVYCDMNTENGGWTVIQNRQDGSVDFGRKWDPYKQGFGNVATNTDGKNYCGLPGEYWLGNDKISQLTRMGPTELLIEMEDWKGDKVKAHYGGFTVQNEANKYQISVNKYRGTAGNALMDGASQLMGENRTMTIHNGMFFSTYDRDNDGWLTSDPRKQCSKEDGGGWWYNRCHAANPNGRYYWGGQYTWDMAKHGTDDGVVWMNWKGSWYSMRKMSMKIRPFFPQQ
#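 Assay system: Human clot-derived fibrin DD(E) complex | Buffer or medium: Tris/NaCl/CaCl2 buffer, pH 7.8 | Repeats: One replicate per compound | Benchmarks: Aha-Tn7 high control | Measure: % inhibition scaled between sample-field median and high-control FP | Schedule: 10 min plus 3 h, room temperature | Signal: Fluorescence polarization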
# PLC-gamma1 inh = blocks human PLC-gamma1 enzyme activity. inhibition, % at 12.2 µM. 0.84% of 370,000 active. P19174. purified PLC-gamma1, fluorogenic substrate, fluorescence; in the data active means inhibition above about 9.5%
# ARFGAP1 inh = inhibitors of rat ARFGAP1; Q62848; Arfgap1-stimulated ARF1 GTP hydrolysis, GDP FP detection; inhibition, % at 16.5 µM; 0.26% of 360,000 active;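 active means inhibition above a per-plate limit, mean inhibition of low control wells plus 3 SD, cut at about 25% in these data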;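 further: 0% = DMSO wells with enzyme and 100% = wells lacking Arfgap1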
# Target sequence (Q62848 1-136 limits assumed): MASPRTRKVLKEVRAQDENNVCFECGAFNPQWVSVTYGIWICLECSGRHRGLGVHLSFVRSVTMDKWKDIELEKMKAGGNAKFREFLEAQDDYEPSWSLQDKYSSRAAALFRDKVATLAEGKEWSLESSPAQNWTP
#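 Assay system: Rat Arfgap1 GAP domain (His6, aa 1-136), purified enzyme | Buffer or medium: HEPES 25 mM pH 7.5, NaCl 150 mM, MgCl2, DTT | Schedule: GTP hydrolysis reaction 2 h at 25 °C | Signal: FP of antibody-bound GDP Alexa 633 tracer, ex 620/em 688 nm | Measure: Percent inhibition of Arfgap1-stimulated GTP hydrolysis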
# ASAP1 GAP inh = blocks human ASAP1-stimulated Arf1 GTP hydrolysis; inhibition, % at 16.5 µM; AID 624377; GDP FP detection; 0.19% of 360,000 active; in the data active means inhibition above about 25%;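 further: 0% = vehicle with enzyme and substrate and 100% = no enzyme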
# UHRF1 binding = UHRF1 methyl-DNA binding inhibition. inhibition, % at 4.4 µM. UHRF1 binding to methylated oligo, TR-FRET. 0.75% of 370,000 active; in the data active means inhibition above about 21%;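 further: UHRF1 SRA domain binding a hemimethylated CpG hairpin DNA probe; 0% = median of test compound wells and 100% = reference inhibitor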
# MBD2 inh = blocks human MBD2 binding to methylated DNA; Q9UBB5; TR-FRET, MBD2 binding to methylated oligonucleotide; inhibition, % at 4.4 µM; 0.31% of 370,000 active; AID 686964; in the data active means inhibition above about 13%
# proKLK7 act = proKLK7 (human) activation, primary screen; 0.9% of 370,000 active; P49862; AID 652039; activation, % at 7 µM; purified proKLK7, EDANS-DABCYL substrate fluorescence; 100% is mature enzyme control, 0% vehicle;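 active means activation above the mean of all tested compounds plus 3 SD, computed per campaign excluding outliers beyond control limits, cut at about 13% in these data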
# Target sequence (P49862 whole entry, looked up): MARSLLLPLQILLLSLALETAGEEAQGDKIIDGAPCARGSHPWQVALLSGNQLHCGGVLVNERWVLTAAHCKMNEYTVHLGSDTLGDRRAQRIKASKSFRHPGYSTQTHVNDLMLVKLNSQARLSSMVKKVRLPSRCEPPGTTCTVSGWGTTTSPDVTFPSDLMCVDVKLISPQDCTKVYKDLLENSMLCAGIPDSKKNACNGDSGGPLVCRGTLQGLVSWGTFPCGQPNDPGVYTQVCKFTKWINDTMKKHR
# ADAM17 inh = ADAM17 inhibition, QFRET primary screen; P78536; recombinant ADAM17, EDANS/DABCYL FRET peptide cleavage; inhibition, % at 6.95 µM; 0.83% of 370,000 active;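 active means inhibition above the mean of compounds lying between control limits plus 3 SD, set per campaign, cut at about 8.5% in these data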;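 further: 0% = DMSO-only wells as the low control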
# Tn6 DDE FP = DD(E)-Tn6 binding inhibition, primary FP screen. P02675. Fibrin DD(E) TRITC-Tn6 fluorescence polarization displacement. inhibition, % at 8.3 µM. 0.21% of 370,000 active. AID 720509;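 active means inhibition above a per-campaign cutoff: mean of compounds within control limits plus 3 SD, cut at about 15% in these data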;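 further: 0% = median of all compound wells on the plate and 100% = blocking peptide control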
# PLC-beta3 inh = inhibitors of human phospholipase C beta3. inhibition, % at 12.2 µM. 0.18% of 370,000 active. Q01970. Purified PLC-beta3, fluorogenic substrate, fluorescence. AID 720704; in the data active means inhibition above about 11%;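 further: 0% = median of compound wells on plate and 100% = full blocker control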
# * marks the source's active call; other numbers are inactive results; i = inactive; nt = no result given; & = joins results of further samples.
PLC-beta3 inh,UHRF1 binding,proKLK7 act,ADAM17 inh,ARFGAP1 inh,Tn7 DDE FP,Tn6 DDE FP,ASAP1 GAP inh,PLC-gamma1 inh,MBD2 inh,mol
-213,0,2.3,-198,-1,-7,3,0,-153,0,Cc1cc(Cl)n2c(nc3ccccc32)c1C#N
-7,0,0.0,-2,10,2,5,12,-1,4,Cc1ccc(NC(=O)CSc2ccc(-c3ccccn3)nn2)c(C)c1
-5,0,-3.2,-12,-3,1,1,3,0,1,CC1=NNC(=O)c2ccccc2O1
i,4,-23,-25,10,-7,-12,6,-485,-1,O=C(Nc1ccc(Cl)cc1)c1cc2c(cc1O)[nH]c1ccccc12
-2,-1,-0.7,-3,9,2,3,7,2,0,COc1ccc([C@@H]2C[C@@H](c3ccccc3)Oc3cc(C)cc(C)c32)cc1
2,-4,0.6,-2,8,-4,-3,-19,1,-4,O=C(CN(Cc1ccco1)C(=O)CNS(=O)(=O)c1ccc(Cl)cc1)NC1CCCCC1
-16,0,-0.4,2,-3,-3,-7,-7,-11,-5,COC(=O)CCCC1=CC2=C(c3ccccc3)C(=O)C(C)(OC(=O)C3CCCC3)C(=O)C2=CN1Cc1ccc2c(c1)OCO2 (stereo unspecified)
1,-1,0.7,6,1,2,1,-7,0,1,CCCC(=O)Nc1nnc(Sc2ccc(N(C)C)cc2)s1
8,-2,0.6,5,8,-9,1,-6,3,-10,CCCCCC(=O)N1C[C@@H](n2cc(C3CC3)nn2)[C@H](O)C[C@@H]1c1ccc(OC)cc1
i,-3,17*,-472,5,1,2,-11,i,-5,CC1=CC(c2ccccc2)n2nc(N3C(=O)c4ccccc4C3=O)nc2N1 (stereo unspecified)
5,-4,-0.1,1,-5,0,-9,0,-1,0,Cn1cc(C(=O)N/N=C/C(Br)=C/c2ccccc2)ccc1=O
-5,2,0.7,-20,-2,-5,-5,-16,-2,5,CCOC(=O)/C(C#N)=C\C1=C(N2CCCC2)CC(C)(C)OC1
-2,0,-0.7,-5,-6,-1,-1,5,2,-2,CC(C)CN(CC(C)C)S(=O)(=O)N1CCC(C(=O)NCc2ccco2)CC1
i,0,-2.3,-419,12,-10,0,13,-387,2,O=C(Nc1cccc(-c2cn3cccnc3n2)c1)c1ccc2c(c1)OCO2
-8,1,0.1,-7,-4,3,-3,1,-1,-7,COc1cc(OC)c(C(=O)OCC(=O)c2cc(C)n(CC3CCCO3)c2C)cc1OC (stereo unspecified)

# Molecules from the list above with a cyano group:
PLC-beta3 inh,UHRF1 binding,proKLK7 act,ADAM17 inh,ARFGAP1 inh,Tn7 DDE FP,Tn6 DDE FP,ASAP1 GAP inh,PLC-gamma1 inh,MBD2 inh,mol
-213,0,2.3,-198,-1,-7,3,0,-153,0,Cc1cc(Cl)n2c(nc3ccccc32)c1C#N
-5,2,0.7,-20,-2,-5,-5,-16,-2,5,CCOC(=O)/C(C#N)=C\C1=C(N2CCCC2)CC(C)(C)OC1

# Going on with the list:
PLC-beta3 inh,UHRF1 binding,proKLK7 act,ADAM17 inh,ARFGAP1 inh,Tn7 DDE FP,Tn6 DDE FP,ASAP1 GAP inh,PLC-gamma1 inh,MBD2 inh,mol
2,0,-0.2,-2,-3,12,6,-1,0,2,CCOC(=O)N1CCN(C2CC(=O)N(c3ccc(Oc4ccccc4)cc3)C2=O)CC1 (stereo unspecified)
-11,-2,0.1,-5,4,-2,-5,-2,-7,4,CCN(CC(=O)NCc1ccc(F)cc1)C(=O)Cc1ccc(OC)cc1
-2,-1,0.3,-2,6,0,3,5,-1,3,Cc1nc(NC(=O)COC(=O)C2CC3CCCC(C2)C3=O)c(Cl)cc1Cl (stereo unspecified)
2,-2,-0.5,0,10,-5,1,-1,1,-4,C[C@H]1CN([C@@H](C)CO)C(=O)c2cc(-c3ccccc3F)cnc2O[C@@H]1CN(C)C(=O)NC1CCCCC1
i,0,21*,-41,0,4,7,-11,i,-1,O=C(O)c1cc2cccc(S(=O)(=O)N3CCCCC3)c2cc1O
-144,1,-0.9,-13,11,-3,-5,14,-107,3,Cn1c(-c2ccsc2)c(-c2cccs2)c2cc(-c3cccc4[nH]ccc34)ccc21
2,-2,-0.4,2,7,5,-4,-3,1,-7,Cc1cc(OC(=O)c2cccc(Br)c2)c([N+](=O)[O-])c(=O)[nH]1
1,6,0.4,-2,5,6,6,3,1,3,c1cc(C2CCCCC2)ccc1Oc1nc(N2CCOCC2)nc(N2CCOCC2)n1
-2,-2,0.8,-1,1,-6,2,6,-4,-4,CC1CCCCN1S(=O)(=O)c1ccc(C(=O)Nc2ccccc2-c2nc3ccccc3[nH]2)cc1 (stereo unspecified)
1,0,-0.5,-4,1,-8,-1,0,1,0,O=C(NC(NC(=O)c1ccccc1)c1ccccc1)c1ccccc1
2,9,0.0,-5,1,-8,-2,-3,2,7,COc1cccc(OC)c1C(=O)N1CCN(Cc2ccncc2)CC1
1,4,-0.3,-2,-7,-1,-4,1,-1,-1,Cc1cc(S(=O)(=O)Nc2ccc(C(=O)NCc3ccncc3)cc2)ccc1F
-17,6,-0.4,-5,4,2,-4,16,-9,8,Cc1ccc(N(CN2C(=O)C3CC=CCC3C2=O)C(=O)c2ccco2)cc1Cl (stereo unspecified)
-5,2,0.1,1,13,-6,-6,-5,3,0,CCCc1c(O)nc(SCCN(CC)CC)n(C(=O)c2ccccc2)c1=O
-2,2,-0.5,-4,3,4,0,0,2,4,Cc1c(C(=O)C(=O)NCCCn2ccnc2)c2ccccc2n1C
2,-1,0.1,-1,8,-6,8,-16,2,-4,CC1(C)C2CCC(C2)C1(C)NC(=O)CNCc1cccs1 (stereo unspecified)
4,5,-0.1,-6,11,6,-2,4,-2,5,O=C(Nc1cccnc1Cl)c1ccc2c(Cl)c3c(nc2c1)CCC3
-49,0,0.2,-6,-1,-7,-7,-12,6,4,CCOC(=O)c1ccccc1NC(=O)CSc1ncc(C(=O)OCC)c(N)n1
1&-2,4&11,0.2&1.1,-2&0,nt,8&6,4&2,nt,0&0,0&2,S=C(NCc1ccc(Cl)cc1)OC1CCC12CCC(c1ccccc1)CC2 (stereo unspecified)
-4,-3,-0.1,0,10,7,-3,-8,4,0,O=C(NC1CCN(CC(=O)N(c2ccccc2)c2ccccc2)CC1)c1ccc([N+](=O)[O-])cc1
-69,19,-3.5,-7,-9,10,-3,-7,-56,-7,N=c1oc2ccccc2cc1-c1nc2ccccc2c(=O)[nH]1
1,-2,0.0,-4,-4,4,6,-6,2,-6,CCCc1cc(=O)[nH]c(SCC(=O)NC(=O)OCC)n1
3,-2,18*,1,-8,8,1,7,-3,0,O=C(Nc1ccc2c(c1)OCO2)C(c1ccc(Cl)cc1)N1CCC2(CC1)OCCO2 (stereo unspecified)
-3,-3,0.1,-3,3,-4,0,-16,-1,-2,CC(C)(C)n1nnnc1C(c1cccnc1)N1CCOCC1 (stereo unspecified)
7,3,0.1,1,8,2,4,-4,7,-2,COc1ccc(NC(=O)c2sc(SC)nc2N)cc1
1,0,-0.2,-2,-7,0,-2,-4,-1,-4,C/C=C/c1cccc(-c2nc(C(=O)N3CCCCC3)cc3c2[C@@H](CCO)N(C(=O)NC(C)C)C3)c1
-8,2,0.5,0,-4,1,-2,-18,-1,-1,COc1ccc(Nc2nc(C(=O)N3CCc4ccccc4C3)cs2)cc1
-5,22*,0.7,-3,2,-2,7,-4,0,1,Cc1ccc(S(=O)(=O)NCc2ccccc2)cc1C(=O)N(C)CC(=O)Nc1ccccc1Br
-1,0,0.1,-2,-10,-4,10,-11,2,-5,COc1ccc(NC(=O)CSCC(=O)NCc2cccc(C(F)(F)F)c2)cc1
-4,-3,-0.2,2,-13,4,5,8,1,0,CC(Oc1ccc(F)cc1)C(=O)Nc1ccccc1N1CCCCC1 (stereo unspecified)
5,3,0.0,5,-8,-1,1,-3,5,3,CNS(=O)(=O)c1ccc(Cl)nc1
0,15,0.5,-2,2,1,-1,10,0,7,CC(=O)N1CCCc2cc(S(=O)(=O)N(C)CCC#N)ccc21
-1,1,-0.3,-1,-4,2,5,-7,3,0,CC(NC(=O)Cn1cc(C(F)(F)F)cc(Cl)c1=O)c1ccccc1 (stereo unspecified)
3,2,-0.7,2,-15,-1,1,0,4,3,COc1ccc(N(CC(=O)Nc2c(C)cccc2C)S(=O)(=O)c2ccccc2[N+](=O)[O-])c(OC)c1
-10,-4,-0.3,-6,-1,-3,-1,-4,0,-6,COc1cc([N+](=O)[O-])cc(/C=N/NC(=O)Cn2cncn2)c1O
4,-1,0.2,-2,-4,0,-2,1,4,-6,CCNC(=O)COC(=O)c1ccc(S(=O)(=O)N2CCCCCC2)cc1
2,0,nt,0,nt,-2,1,nt,-1,2,C[C@H]1[C@@H](NC(=O)C(c2ccccc2)c2ccccc2)CC[C@@]23CCCN2C(=O)CCC[C@@H]13
-3,0,-0.1,-6,12,4,-2,-2,8,5,CCCOc1ccc(/C(O)=C2/C(=O)C(=O)N(CCCOC)C2c2cccnc2)cc1 (stereo unspecified)
-14,1,0.3,-7,-1,-4,0,1,-8,2,CN(Cc1ccc(OC(F)F)cc1)C(=O)c1ccc2c(=O)n3c(nc2c1)CCC3
2,-1,-0.2,2,4,-7,1,12,2,-4,CC(C)N(Cc1nc(-c2ccc(Cl)cc2)no1)C(=O)C(c1ccccc1)c1ccccc1
-4,9,0.7,-3,8,2,-2,-4,-6,7,Cc1cc(-c2ccc(Cl)cc2)oc(=O)c1NC(=O)c1ccccc1
-7,0,0.5,-4,-1,8,-2,-7,1,2,COc1ccc(NC2CCCN(C(=O)CCc3cccc(Cl)c3)C2)cc1 (stereo unspecified)
-4,0,-0.1,0,6,-1,1,-4,2,-4,CCC(Oc1ccccc1)C(=O)Nc1ccccc1C(=O)N1CCOCC1 (stereo unspecified)
-13,2,-0.8,-21,7,5,1,2,-12,5,Cc1c(C)c2ccc(OCC(=O)N[C@@H](Cc3c[nH]c4ccccc34)C(=O)O)cc2oc1=O
-17,3,-0.5,-6,8,-8,-7,6,-8,-1,CCn1c(C)cc2c(c1=O)C(c1ccccc1)C(C(=O)OC)=C(N)O2 (stereo unspecified)
-1,1,-0.5,-1,3,-4,5,8,-1,3,N#Cc1ccccc1Sc1ccccc1C(=O)NCC(c1ccco1)N1CCCC1 (stereo unspecified)
0,-1,0.2,1,4,-8,-2,7,0,-4,Fc1ccc(COc2ccccc2CNc2nn[nH]n2)cc1

# proKLK7 act: what is marked active above.
PLC-beta3 inh,UHRF1 binding,proKLK7 act,ADAM17 inh,ARFGAP1 inh,Tn7 DDE FP,Tn6 DDE FP,ASAP1 GAP inh,PLC-gamma1 inh,MBD2 inh,mol
i,-3,17*,-472,5,1,2,-11,i,-5,CC1=CC(c2ccccc2)n2nc(N3C(=O)c4ccccc4C3=O)nc2N1 (stereo unspecified)
i,0,21*,-41,0,4,7,-11,i,-1,O=C(O)c1cc2cccc(S(=O)(=O)N3CCCCC3)c2cc1O
3,-2,18*,1,-8,8,1,7,-3,0,O=C(Nc1ccc2c(c1)OCO2)C(c1ccc(Cl)cc1)N1CCC2(CC1)OCCO2 (stereo unspecified)

# Compound activity deposited in PubChem by The Scripps Research Institute Molecular Screening Center.

# This is a random part of the collection. Share with any hit: about 4.1%.
